# Screening results deposited in PubChem BioAssay by several laboratories.
# cardiac RTF act = increases calcium sensitivity of human cardiac regulated thin filaments; AID 493008; hit rate 0.24% among 340,000; IANBD-labeled TnC RTF fluorescence at EC20 calcium; 0% EC20 calcium, 100% full calcium; activation, % at 7.2 µM;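 active means activation above the mean over all tested compounds plus 3 SD, cut at about 30% in these data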;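 further: rise in fluorescence read as greater calcium sensitivity of cardiac thin filaments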
# Tat transport = blocks Tat-dependent protein export in E. coli; E. coli MC4100 TorA-mCherry Tat export, fluorescence; AID 488895; hit rate 0.036% among 340,000; inhibition, % at 10 µM;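 active means mean replicate inhibition at least 50% and at least half of replicates individually reaching 50%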;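 further: exported cargo escapes ClpAP degradation while cytoplasmic cargo is degraded and loses fluorescence; 0% = median of neutral control wells and 100% = median of NaSCN control wells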
# CDK5 inh = blocks human CDK5/p35 kinase activity; Q00535+Q15078; hit rate 0.01% among 330,000; AID 488839; Recombinant CDK5/p35, ADP-Glo luminescence, 60 min; inhibition, % at 10 µM;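 active means highest replicate inhibition of at least 50% and at least 75% of replicates reaching 50%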;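 further: plate controls were DMSO neutral control for no effect and GW8510 at 10 µM for full effect; many of its hits are not listed in these tables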
# Wnt bcat act = activators of Wnt/beta-catenin signaling; Wnt/beta-catenin reporter cell assay, activator, plate reader; activation, % at 9.35 µM; hit rate 1.2% among 300,000; AID 743398; in the data active means activation above about 30%, passing the limit was not always enough;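 further: 0% = neutral control wells and 100% = positive control wells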
# MITF act = increases MITF-driven TRPM1 promoter luciferase signal | SK-MEL-5 TRPM1-promoter luciferase, 24 h; % of positive control, neutral wells = 0 | activation, % at 12.5 µM | hit rate 0.75% among 300,000 | AID 588334;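 active means mean activation of at least 80% with every replicate also reaching 80%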;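 further: 0% = neutral control wells and 100% = parthenolide positive control wells; values of inactives mirror those of a sister screen read the other way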
# V-ATPase pHluor = alters yeast V-ATPase proton transport. S. cerevisiae, pHLuorin cytosolic pH fluorescence. response, % at 10 µM. hit rate 0.37% among 350,000; in the data active means response mostly above about 7.3%, no sharp cut-off; inactive means mostly below about 5.4%; further: actives read high; inactives centre near 0; some compounds called inactive have numbers as strong as hits
# Rtt109 HAT inh = inhibitors of Candida albicans Rtt109/Vps75 histone acetyltransferase; Q5AAJ8; purified Rtt109/Vps75, ThioGlo CoA-SH fluorescence, 4 h; inhibition, % at 34.9 µM; hit rate 0.16% among 330,000; AID 540336;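 active means inhibition of at least 50% in every replicate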
# Target sequence (Q5AAJ8 whole entry, looked up): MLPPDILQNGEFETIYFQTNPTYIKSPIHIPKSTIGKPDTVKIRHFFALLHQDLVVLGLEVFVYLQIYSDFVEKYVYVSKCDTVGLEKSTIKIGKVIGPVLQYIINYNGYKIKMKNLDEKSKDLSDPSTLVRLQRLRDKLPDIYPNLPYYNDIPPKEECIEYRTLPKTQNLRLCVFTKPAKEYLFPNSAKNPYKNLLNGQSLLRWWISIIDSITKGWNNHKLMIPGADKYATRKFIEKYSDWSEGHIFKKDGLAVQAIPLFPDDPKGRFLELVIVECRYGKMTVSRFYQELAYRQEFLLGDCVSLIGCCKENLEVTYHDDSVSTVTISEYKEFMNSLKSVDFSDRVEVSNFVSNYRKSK
# dFosB activator = mouse delta FosB homodimer activation; P13346; purified delta FosB, TAMRA-CDK5 oligo fluorescence polarization; percent of positive-control signal above neutral wells; activation, % at 25 µM; hit rate 0.99% among 340,000; AID 493131;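 active means mean activation above about 17%, with every replicate also reaching it, limit read from the data, passing the limit was not always enough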;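 further: fluorescence polarization rise as delta FosB binds a TAMRA Cdk5 AP-1 oligo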
# Target sequence (P13346 whole entry, looked up): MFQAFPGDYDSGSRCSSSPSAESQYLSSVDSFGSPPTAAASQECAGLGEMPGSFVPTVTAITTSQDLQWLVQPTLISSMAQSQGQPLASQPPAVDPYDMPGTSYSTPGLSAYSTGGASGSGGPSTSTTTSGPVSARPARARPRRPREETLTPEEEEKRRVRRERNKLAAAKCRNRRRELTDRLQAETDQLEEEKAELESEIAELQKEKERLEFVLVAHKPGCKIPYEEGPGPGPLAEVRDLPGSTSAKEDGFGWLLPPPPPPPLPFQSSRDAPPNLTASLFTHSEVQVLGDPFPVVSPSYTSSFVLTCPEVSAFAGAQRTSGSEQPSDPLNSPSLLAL
# CAL PDZ FP-1 = CAL PDZ (human) peptide binding inhibition | Q9HD26 | AID 602252 | inhibition, % at 24.9 µM | purified CAL PDZ, TMR-peptide fluorescence polarization, 1 h | hit rate 0.92% among 300,000;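 active means mean inhibition of at least 30% with at least half of replicates also reaching 30%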;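 further: 0% = DMSO neutral control and 100% = excess unlabeled competitor peptide PRC23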
# CAL PDZ FP-2 = inhibitors of human CAL PDZ peptide binding. inhibition, % at 20 µM. purified CAL PDZ, TMR-peptide fluorescence polarization, 1 h. hit rate 0.02% among 330,000. AID 504414. Q9HD26;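 active means highest replicate inhibition of at least 40%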;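 further: plate controls were DMSO neutral control wells for no effect and unlabeled competitor peptide control wells for full effect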
#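 Material – purified CerCALP PDZ construct · Detection – FP readout, S and P plane fluorescence · Measure – percent inhibition from loss of millipolarization · Controls – unlabelled peptide for full inhibition, DMSO wells as neutral · Probe or stimulus – TMR-labelled reporter peptide T*-PRC34 bound in PDZ groove · Times – 1 h at RT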
# Numbers without * were called inactive; i = inactive; x = not tested or not shown.
no.	Molecule	cardiac RTF act	Tat transport	CDK5 inh	Wnt bcat act	MITF act
1	CCN(CC)CCCn1c2c(c(SCC(=O)Nc3ccc(C)c(F)c3)nc1=O)CCC2	-1.5	-2.4	-0.8	-1.2	6.6
2	C[C@H](NC(=O)C1CCN(S(=O)(=O)c2ccccc2)CC1)C(=O)NCc1ccccc1	-0.6	-3.7	-0.5	-2.3	-3.0
3	CCOc1cccc(/C=N/NC(=O)c2cc(C3CC3)[nH]n2)c1O	-1.6	-7.4	8.4	-2.8	-57.8
4	COCCNc1nc(NCc2ccccc2)c2cnn(C)c2n1	2.7	3.9	0.6	-1.7	0.7
5	Cc1ccc(C2C=C(c3ccccc3)Nc3ncnn32)cc1 (stereo unspecified)	0.3	-2.9	-2.1	-0.8	-0.3
6	CCOc1ccc(C2=Nn3c(nnc3-c3ccccc3OC)SC2)cc1	4.7	2.6	0.7	x	-36.8
7	CCN(CCCNC(=O)c1c(C)cc(=O)oc1C)c1ccccc1	-4.8	-3.2	1.1	x	9.0
8	CC(C)(C)Nc1c(-c2ccc(O)cc2)nc2ccc(Cl)cn12	9.6	2.1	-0.4	-1.2	4.7
9	c1cc2c(cc1-c1cnc3n1CCC3)OCCO2	0.8	-0.1	0.7	3.8	-14.5
10	COc1ccc(N2CC(C(=O)N/N=C/c3c[nH]c4ccccc34)CC2=O)cc1 (stereo unspecified)	-8.2	-2.2	0.3	1.3	-22.1
11	COCCOC(=O)C1=C(C)NC2=C(C(=O)CCC2)C1c1ccc(N(C)C)cc1 (stereo unspecified)	1.9	-1.0	1.7	-0.5	-9.5
12	O=C(O)c1ccc(CNC(=O)C23CC4CC(CC(C4)C2)C3)cc1	0.2	-4.6	-0.6	0.5	4.2
13	O=C(c1ccccc1)c1ccc(OCCOCCN2CCN(Cc3ccccc3)CC2)cc1	8.0	-11.8	-3.8	-4.0	-10.8
14	O=C(c1ccccc1)N1CCN(CC(O)COCC2CC=CCC2)CC1 (stereo unspecified)	-1.7	0.3	0.1	x	-1.7
15	COc1ccc(C(=O)CSc2nnc(-c3cc(C)cc(C)c3)o2)cc1	-2.4	-4.8	-1.8	0.4	-1.4

no.	V-ATPase pHluor	Rtt109 HAT inh	dFosB activator	CAL PDZ FP-1	CAL PDZ FP-2
1	1.4	6.3	-12.6	-3.8	-1.5
2	-5.1	-6.3	-5.2	-0.4	-0.4
3	1.4	-13.0	7.7	-3.3	-3.6
4	0.9	4.4	0.9	-1.8	-1.9
5	4.7	i	-8.9	-0.8	0.7
6	2.7	-20.9	-22.3	x	-15.7
7	-1.9	6.9	-8.2	x	-2.0
8	-4.5	-3.6	-6.6	x	-1.0
9	5.0	9.0	-0.9	-2.0	-2.8
10	-0.4	x	-7.2	-1.1	-2.1
11	0.0	3.6	3.3	0.5	-2.8
12	-3.7	7.0	-3.9	-2.3	0.3
13	4.1	0.8	-4.4	-0.7	-1.6
14	-0.4	-7.8	-3.6	0.6	1.0
15	-2.1	-3.5	0.8	-4.4	-2.5

# Continuation.
no.	Molecule	cardiac RTF act	Tat transport	CDK5 inh	Wnt bcat act	MITF act
16	Cc1nnc(NC(=O)C2CCN(S(=O)(=O)c3cc([N+](=O)[O-])ccc3Cl)CC2)o1	-3.6	4.6	1.4	-1.2	-13.1
17	COc1cccc(CNC(=O)CN2C(=O)COc3ccc(S(=O)(=O)N4CCOCC4)cc32)c1	-0.8	21.1	0.0	-0.7	-6.0
18	CCc1ccc(-c2csc3[n+]2CCN3C(C)=O)cc1	5.3	-1.0	-0.6	1.5	-0.9
19	CCOC(=O)CC1CCCCN1C(=O)c1cc(COc2cccc3cnccc23)on1 (stereo unspecified)	-2.2	-5.0	-1.4	-2.4	-24.0
20	Nc1nonc1-c1nc2ccccc2[nH]1	-9.9	-1.6	2.0	3.4	19.4
21	COc1cccc(OC)c1C(=O)OCCCOC(=O)c1c(OC)cccc1OC	-3.7	1.8	0.4	7.1	-10.3
22	Clc1ccc(C[n+]2csc3ccccc32)cc1	0.1	3.7	2.1	-0.1	3.2
23	COc1ccc(CC(=O)Nc2ccc(OC)c(NC(=O)c3ccco3)c2)cc1	7.8	23.5	-1.9	x	x
24	O=C(Nc1ncccc1Cl)C1COc2ccccc2O1 (stereo unspecified)	3.4	-4.4	1.1	21.4	35.5
25	O=C(c1cnn2c1NC(c1ccc(Br)cc1)CC2C(F)(F)F)N1CCN(C23CC4CC(CC(C4)C2)C3)CC1 (stereo unspecified)	-3.4	6.5	0.0	-15.6	x
26	CCCn1cc(CN2CCC(Cc3cccc(F)c3)(C(=O)OCC)CC2)c(C)n1	-5.2	-1.9	-0.6	2.4	-7.2
27	Cc1ccc(C(=O)O/N=C/c2ccc(N(C)C)cc2)cc1	2.4	0.6	-0.8	-0.9	57.7
28	CCOC(=O)C1CCCN(S(=O)(=O)c2ccc(S(N)(=O)=O)cc2)C1 (stereo unspecified)	-1.0	-1.9	-0.6	-0.5	-2.6
29	O=C(N/N=C/c1ccccn1)NC12CC3CC(CC(C3)C1)C2	x	6.2	-0.5	27.1	x
30	CSc1nc(Cl)c(C#N)c(-c2ccc(C)cc2)n1	-0.9	-3.2	-2.2	-4.2	0.2

no.	V-ATPase pHluor	Rtt109 HAT inh	dFosB activator	CAL PDZ FP-1	CAL PDZ FP-2
16	7.8	10.8	1.0	5.8	-1.1
17	0.5	0.3	-12.0	0.3	-3.0
18	-0.3	5.0	-9.1	-3.7	-1.2
19	-0.2	0.4	-7.7	-1.9	-2.3
20	-4.8	-18.5	-2.4	-2.5	0.4
21	-1.2	2.1	-17.2	-3.5	-2.4
22	-1.1	4.6	-5.9	-1.7	0.0
23	2.3	-9.9	-7.2	2.4	-1.5
24	0.9	0.2	-6.3	-0.2	1.1
25	2.2	-10.8	-7.6	-6.5	x
26	-1.4	-1.8	-4.5	-3.2	-0.3
27	-1.1	3.3	4.8	0.8	0.2
28	-2.4	4.3	-8.5	-4.6	0.0
29	-2.3	14.4	-0.4	x	-0.8
30	3.7	-4.3	-0.4	-5.1	-1.2

# Further results
no.	Molecule	cardiac RTF act	Tat transport	CDK5 inh	Wnt bcat act	MITF act
31	C[C@H]1COC(=O)[C@@H](Cc2ccc(F)cc2)C/C=C\C[C@@H](CC(=O)N[C@@H](CO)Cc2ccccc2)C(=O)N1	4.2	-4.3	-1.4	0.7	-1.0
32	CC(Sc1ccccc1)C(=O)NN=C1CCCCCCC1 (stereo unspecified)	-2.4	-17.4	-0.8	-0.4	-3.4
33	O=C(COc1ccc(Cl)cc1)OCC(=O)N1CCCC1	-1.5	6.4	3.2	x	19.7
34	COc1ccc(CN(C)C(=O)C2CCN(C(=O)Nc3ccccc3)CC2)cc1	0.8	1.8	0.5	2.5	0.8
35	CCCCOC(=O)C1=C(C)NC(=O)NC1c1ccccc1 (stereo unspecified)	0.7	3.5	-1.0	-0.6	-10.5
36	COC(=O)C(Cc1ccccc1)N1CCS(=O)(=O)CC1 (stereo unspecified)	-5.6	5.8	0.2	-2.4	-7.4
37	O=C(COC(=O)c1ccc(Br)o1)Nc1ncc(Cl)cc1Cl	0.6	-3.4	-3.4	-1.4	0.4
38	COc1ccc2oc(=O)c(/C(N)=N/NC(=O)c3ccncc3)cc2c1	-0.6	-12.3	-1.1	1.0	3.1
39	CCCc1cc(=O)[nH]c(SCC(=O)N2CCN(S(=O)(=O)c3ccc(Cl)cc3)CC2)n1	4.2	-7.0	0.3	-2.8	3.2
40	Cc1ccc(CNC(=O)CSc2ccsc2[N+](=O)[O-])cc1	13.2	12.1	-0.7	25.1	37.8
41	Fc1c(F)c(-n2nnc3ccccc32)c(F)c(F)c1Cl	-4.5	-2.2	1.1	-0.2	14.0
42	CC(=O)Nc1cccc(NC(=O)CSc2nnc(NC(=O)C3CC3)s2)c1	-3.2	-1.3	-0.9	-3.1	0.9
43	O=c1c2cc(N3CCOCC3)ccc2[nH]c(=S)n1Cc1ccc(Cl)cc1	3.2	-3.5	0.1	x	59.6
44	Cc1ccc(N2C(N)=NC(N)=NC2(C)C)c(C)c1	-1.9	2.0	1.9	-4.8	-20.4
45	NC(CSCc1ccccc1Cl)C(=O)O (stereo unspecified)	-3.0	-4.3	1.3	-0.4	-4.0

no.	V-ATPase pHluor	Rtt109 HAT inh	dFosB activator	CAL PDZ FP-1	CAL PDZ FP-2
31	4.0	0.6	-2.9	-1.2	-0.7
32	11.1	2.1	8.3	-1.6	-1.5
33	0.2	-0.5	2.3	-2.8	x
34	3.8	-0.7	3.3	-3.4	0.0
35	-1.5	2.1	0.9	-3.4	-1.2
36	-3.6	-1.0	-6.8	x	-0.7
37	1.4	-16.6	1.1	x	0.1
38	-6.5	-5.2	5.2	-5.0	-2.8
39	2.2	1.1	-10.5	-3.0	-0.7
40	1.4	1.9	-4.0	-5.7	0.2
41	-2.1	-1.7	2.1	5.7	-2.2
42	9.1	2.5	-6.7	-18.4	-0.3
43	2.6	6.0	-5.0	-1.3	-0.4
44	-2.5	-18.1	-0.4	-1.8	-0.5
45	0.5	-14.8	-3.3	-3.9	18.5

# Part of the list above in order of number of heavy atoms, rising.
no.	Molecule	cardiac RTF act	Tat transport	CDK5 inh	Wnt bcat act	MITF act
9	c1cc2c(cc1-c1cnc3n1CCC3)OCCO2	0.8	-0.1	0.7	3.8	-14.5
41	Fc1c(F)c(-n2nnc3ccccc32)c(F)c(F)c1Cl	-4.5	-2.2	1.1	-0.2	14.0
35	CCCCOC(=O)C1=C(C)NC(=O)NC1c1ccccc1 (stereo unspecified)	0.7	3.5	-1.0	-0.6	-10.5
8	CC(C)(C)Nc1c(-c2ccc(O)cc2)nc2ccc(Cl)cn12	9.6	2.1	-0.4	-1.2	4.7
43	O=c1c2cc(N3CCOCC3)ccc2[nH]c(=S)n1Cc1ccc(Cl)cc1	3.2	-3.5	0.1	x	59.6
34	COc1ccc(CN(C)C(=O)C2CCN(C(=O)Nc3ccccc3)CC2)cc1	0.8	1.8	0.5	2.5	0.8
1	CCN(CC)CCCn1c2c(c(SCC(=O)Nc3ccc(C)c(F)c3)nc1=O)CCC2	-1.5	-2.4	-0.8	-1.2	6.6

no.	V-ATPase pHluor	Rtt109 HAT inh	dFosB activator	CAL PDZ FP-1	CAL PDZ FP-2
9	5.0	9.0	-0.9	-2.0	-2.8
41	-2.1	-1.7	2.1	5.7	-2.2
35	-1.5	2.1	0.9	-3.4	-1.2
8	-4.5	-3.6	-6.6	x	-1.0
43	2.6	6.0	-5.0	-1.3	-0.4
34	3.8	-0.7	3.3	-3.4	0.0
1	1.4	6.3	-12.6	-3.8	-1.5

# Compounds as they come. Share with any hit: about 4.1%.
